All columns: NCI-60 one-dose screen, growth in % after 48 h at 10 µM unless noted; 100 = growth as untreated, 0 = no growth, -100 = all killed.
HL-60(TB) = HL-60(TB) leukemia cells | AID 1794776 | 9% of 78,000 active; active means growth percent below 10
* = called active by the depositor; & = joins results of further samples; [ ] = remark or other dose. Not all compounds are listed (hit frequency here may not be typical).

SMILES	HL-60(TB)
CN(C)CCC(C(=O)O)(c1ccccc1)c1ccccc1	101.7
CCOC(=O)/C=C/C(=O)N1CCN(C(=O)/C=C/C(=O)OCC)C(C)C1 (configuration not stated)	62.9
Cc1ccc2c(c1)C(C(=O)O)=NC1(N2)C(=O)Nc2ccc(C)cc21 (configuration not stated)	111.3
Cc1cnc([C@]23CC[C@@H](C)[C@H](C)[C@H]2C2=CC[C@@H]4[C@@]5(C)Cc6c([nH]c7ccccc67)C(C)(C)[C@@H]5CC[C@@]4(C)[C@]2(C)CC3)o1	38.2[100 µM]
CCCCCCCCn1ccc2cc(NC(=O)Cn3cc(-c4ccccc4)nn3)ccc21	109.3
O=C(Oc1ccc(-c2ccc(Br)cc2)cc1)c1ccco1	97.7
O=C(CCSCCC(=O)N/N=C/c1ccccc1O)N/N=C\c1ccccc1O	85.2
CC(C)CCC[C@@H](C)[C@H]1CC[C@H]2[C@@H]3CC=C4c5sc(Nc6ccc(F)cc6F)nc5CC[C@]4(C)[C@H]3CC[C@]12C	100.6
O=C(Nc1csnn1)OCc1ccccc1	95.1
COc1cccc(-c2nc(-c3ccc(NC(=O)C(C)C)cc3)[nH]c2-c2ccnc(Br)c2)c1	-23.4*
Cc1nc(-c2cccs2)ccc1NC(=O)Nc1ccc(Cl)cc1	80.4
CN(C)CCC(=O)c1cccs1	99.0
CNC(=O)CCN1C(=O)/C(=C/c2ccc(O)cc2)SC1=S	99.1
c1ccc(-c2nn3c(-c4ccccc4)nnc3s2)cc1	78.9
O=C(Nc1nc(-c2ccc(Cl)cc2)nc2c1sc(=S)n2-c1ccccc1)C(F)(F)F	69.2
COc1ccc(C2=NOC(CC(=O)N(CCO)CCO)C2)cc1OC1CCCC1 (configuration not stated)	110.3
CCCCCC(CCCCC)C(=O)O	90.4
CCC(=O)Sc1ccccc1C(=O)Nc1ccc(Cl)cc1	37.6
NC1=Nc2ccccc2C(=O)NN1	115.3
COc1ccc(/C=C/C(=N)/C=C2/C(=O)Nc3cc(Br)ccc32)cc1	108.4[2.05 µM]
Nc1[nH]nc2nc3n(c(=O)c12)-c1ccccc1Sc1ccccc1-3	84.4
CCCCn1cnc2c(SCc3ccc(Br)cc3)nc(N)nc21	48.0
CCOC(=O)C1=C(COCCN)NC(C)=C(C(=O)OC)C1c1ccccc1Cl (configuration not stated)	95.5
CCNc1ccc2nc3c4ccccc4c(=Nc4ccncc4)cc-3oc2c1	52.3
O=c1[nH]c2ccccc2nc1N/N=C/c1ccc(O)cc1	103.5
Cc1cc(NCc2cc(Nc3ccnc4cc(Cl)ccc34)ccc2F)nc(N2CCOCC2)n1	-52.7*
COc1cccc(C(Cc2ccccc2)NCCO)c1OC (configuration not stated)	89.4
c1ccc(NCCC2OCC3(CO2)COC(CCNc2ccccc2)OC3)cc1 (configuration not stated)	76.6
COc1ccc(CN2CCc3c(Cl)nc(N)nc3C2=O)c(OC)c1	12.3[100 µM]
COc1ccc(NC(=O)CSc2nnc(-c3ccc(-c4nc5ccc(C)cc5[nH]4)cc3)o2)cc1	106.8
COc1ccc(OC)c(/C=C/[N+](=O)[O-])c1	1.0*
COc1cc(/C=C/C(=O)c2ccc(F)cc2)ccc1OCCCCCOc1cc2c(cc1OC)C(=O)N1CCCC1C=N2 (configuration not stated)	-37.2*
CCCCCC1c2ccc(O)cc2Oc2nc(N)c(C#N)c(N)c21 (configuration not stated)	80.6
O=C(Cn1c(/C=C/c2cccc([N+](=O)[O-])c2)nc2ccccc2c1=O)Nc1ccc(Cl)cc1	85.3
COc1cc(/C=C\c2cc(OC)c(OC)c(OC)c2)cc(N/C=C\C(=O)c2cn(C)c3ccccc23)c1OC	102.8
Cn1c(=O)c(C#N)c(-c2ccccc2)n2c(SCC(=O)c3ccccc3)nnc12	104.2
CCOC(=O)c1c2c(n(-c3ccc(I)cc3)c1-c1ccccc1)C=CCC2	75.6
Cc1oc2nc[nH]c(=O)c2c1C(=O)/C=C/c1ccc(F)cc1	57.1
CN(C)c1ccc(/C=C2\SC(=S)N(CCCN3CCOCC3)C2=O)cc1	94.1
COc1ccc(C[n+]2c3ccccc3n3c4ccc(N)cc4ccc32)c(OC)c1OC	-6.5*
Cc1ccc(NC(=S)Nc2ncccc2OCc2cccc(F)c2)cc1	86.8
COc1ccc(-c2nc(-c3nc4cc(C(=O)c5ccccc5)ccc4[nH]3)cc3c2[nH]c2ccccc23)cc1	91.8
Nc1ccc(CCNS(=O)(=O)c2ccc(S(=O)(=O)F)cc2)cc1	108.0
C=CCc1c(N(C)c2ccc(C)cc2)ncnc1-n1c(C)nc2ccccc21	73.2
O=C1Nc2ccccc2C12CC(c1ccccc1)=NN2 (configuration not stated)	-8.6*
O=C(/C=C/c1c2ccccc2cc2ccccc12)c1ccc(F)cc1	79.3
COc1ccc(-c2ncnc3c2ncn3C/C=C/CCl)cc1	79.4&65.0
Nc1c(C(=O)Nc2cc(Cl)cc(Cl)c2)sc2nc3c(cc12)C(=O)CCC3	93.9
Cc1ccccc1OCC(O)CN1CCN(c2ccccc2)CC1 (configuration not stated)	116.8
O=C(/C=C/c1cccc([N+](=O)[O-])c1)c1ccc(Nc2nc(Nc3ccc(F)cc3)nc(Nc3ccc(Cl)cc3)n2)cc1	-42.1*
O=C(Nc1nc2ccccc2s1)Nc1ccccc1Cl	97.4
COc1ccccc1CNCCCN1C(=O)c2ccc3c4c(ccc(c24)C1=O)C(=O)N(CCCNCc1ccccc1OC)C3=O	-67.5*
CCOC(=O)c1c(NCC(=O)Nc2ccccc2[N+](=O)[O-])sc2c1CCCC2	99.1
Cn1cccc1-c1cc(C(=O)N/N=C\c2cccc(O)c2)[nH]n1	80.3
CCCCCCCCCC(=O)Oc1ccc(/C(=C(/CC)Cc2ccccc2)c2ccc(OCCN3CCCCC3)cc2)cc1	99.0
COc1cc(Cc2ccc(O)c(OC)c2)ccc1O	80.3
Cc1cc(=O)oc2c1ccc1oc(C(=O)c3ccccc3)c(C)c12	75.2
COc1ccc(S(=O)(=O)NC2c3ccccc3CC2O)c(OC)c1 (configuration not stated)	104.0
CN(C)CCN(Cc1ccc(Cl)cc1)c1ccccn1	106.1
O=C1/C(=C/c2c[nH]c(=O)[nH]c2=O)Oc2cc(O)ccc21	101.8

Some of these compounds in order of SMILES length, ascending.
SMILES	HL-60(TB)
COc1cc(Cc2ccc(O)c(OC)c2)ccc1O	80.3
O=C(Nc1nc2ccccc2s1)Nc1ccccc1Cl	97.4
Cc1ccccc1OCC(O)CN1CCN(c2ccccc2)CC1 (configuration not stated)	116.8
COc1ccc(-c2ncnc3c2ncn3C/C=C/CCl)cc1	79.4&65.0
COc1ccc(S(=O)(=O)NC2c3ccccc3CC2O)c(OC)c1 (configuration not stated)	104.0
O=C(/C=C/c1c2ccccc2cc2ccccc12)c1ccc(F)cc1	79.3
Cc1cc(=O)oc2c1ccc1oc(C(=O)c3ccccc3)c(C)c12	75.2
Cn1cccc1-c1cc(C(=O)N/N=C\c2cccc(O)c2)[nH]n1	80.3
O=C1/C(=C/c2c[nH]c(=O)[nH]c2=O)Oc2cc(O)ccc21	101.8
C=CCc1c(N(C)c2ccc(C)cc2)ncnc1-n1c(C)nc2ccccc21	73.2
Nc1c(C(=O)Nc2cc(Cl)cc(Cl)c2)sc2nc3c(cc12)C(=O)CCC3	93.9
CCOC(=O)c1c(NCC(=O)Nc2ccccc2[N+](=O)[O-])sc2c1CCCC2	99.1
CCCCCCCCCC(=O)Oc1ccc(/C(=C(/CC)Cc2ccccc2)c2ccc(OCCN3CCCCC3)cc2)cc1	99.0
COc1ccc(-c2nc(-c3nc4cc(C(=O)c5ccccc5)ccc4[nH]3)cc3c2[nH]c2ccccc23)cc1	91.8
COc1ccccc1CNCCCN1C(=O)c2ccc3c4c(ccc(c24)C1=O)C(=O)N(CCCNCc1ccccc1OC)C3=O	-67.5*
O=C(/C=C/c1cccc([N+](=O)[O-])c1)c1ccc(Nc2nc(Nc3ccc(F)cc3)nc(Nc3ccc(Cl)cc3)n2)cc1	-42.1*

(next part)
SMILES	HL-60(TB)
Cc1csc(Nc2nc(-c3cccc(Br)c3)nc(C(Cl)(Cl)Cl)n2)n1	9.6*
CCCCCCCCCCCCCCNc1nc(Cl)ncc1-c1ccc(C(F)(F)F)cc1	117.5
O=C(/C=C/c1ccc([N+](=O)[O-])cc1)c1cc2ccccc2oc1=O	105.4
CC(C)NC(=O)OCC#CCOC(=O)NC(C)C	95.7
Cn1ccc(N)nc1=O	127.8
CN(C)/C=C1\CC2C(=O)N(Cc3ccc(Cl)cc3Cl)C(N(C)C)N2C1=O (configuration not stated)	97.7
COc1cccc(-c2cc(-c3ccc(C)s3)c(C#N)c(=O)[nH]2)c1	89.1
Cc1ccc2nc(NC(=O)CSc3nc(-c4ccccc4)c(C#N)c(N4CCN(C)CC4)n3)sc2c1	61.0
COc1ccccc1-n1cc(C#N)c(N)c1C(=O)c1ccc(Cl)cc1	36.5
COc1cc2ncnc(Nc3ccc(S(=O)(=O)Nc4nccs4)cc3)c2cc1OCCCN1CCN(C)CC1	106.8
OCCn1cc(-c2nc(-c3c[nH]c4ncccc34)cs2)c2ccccc21	79.1
COc1cc(CNc2oc(-c3ccccc3)c(-c3ccccc3)c2C#N)cc(CN2CCOCC2)c1O	96.6
CSC1=Nc2c(c(C)c(C)n2CCCC(=O)O)C2=NC(=O)CN12	95.4
O=C(O)COc1cccc2ccccc12	92.6
Oc1ccc2c3c1O[C@H]1c4[nH]c5ccccc5c4C[C@@]4(O)C(C2)N(CC2CC2)CC[C@]314	98.6
CCN1CCN(CC(=O)Nc2nc3ccc(NCc4ccc(F)cc4)cc3s2)CC1	96.4
CC(C)Sc1nc(Nc2ccc(S(N)(=O)=O)cc2)c(C#N)c(-c2ccc(Cl)cc2)n1	90.9
Cc1ccc(S(=O)(=O)Nc2ccc(Cl)c(Cl)c2)cc1	90.1
O=C1Nc2cc(Cl)ccc2/C1=C/c1ccc(OCc2ccc(Br)cc2F)cc1	81.5
COc1ccc(CCC2(C)OCC(CCCCO)O2)cc1 (configuration not stated)	65.7
Cc1ccc(Nc2ccc(N)cc2S(=O)(=O)O)cc1	116.2&112.2
Cc1cc(C)nc(NS(=O)(=O)c2ccc(NCc3coc4ccccc4c3=O)cc2)n1	100.1
COc1ccc(S(=O)(=O)N2CCN(Cn3nc(-c4cc(OC)c(OC)c(OC)c4)oc3=S)CC2)cc1	69.3
NS(=O)(=O)N(c1cc(C(F)(F)F)cc(C(F)(F)F)c1)C1CCN(Cc2ccc(C(F)(F)F)cc2)CC1	37.3
CCOC(=O)c1ccccc1N	101.5
c1cnc2[nH]cc(-c3csc(-c4cn(CCN5CCOCC5)c5ccccc45)n3)c2c1	63.1
O=Cc1cc2ccccc2nc1Nc1nc2ccccc2s1	100.2
CCCC(CCc1ccccc1)C(=O)NC(N)=O (configuration not stated)	89.3
Nc1cc([N+](=O)[O-])cc(S(=O)(=O)O)c1O	81.2
COc1ccc(Cl)cc1-c1cn(-c2cc(OC)c(OC)c(OC)c2)c(=O)[nH]1	95.5
COc1cc(C(=O)N2Cc3cc4ccccc4nc3C2C)cc(OC)c1OC (configuration not stated)	133.9
CN(CCc1ccccc1)C(=S)N(C(=O)c1ccc([N+](=O)[O-])cc1)c1ccc(Cl)cc1	45.0
Cc1cc(=S)[nH]c(=S)[nH]1	98.6
Cc1ccc(S(=O)(=O)NCCNc2nccc(-n3ccc4cccnc43)n2)cc1	98.2
COc1cc(NC(C)CCCNC(=O)CCC(=O)NCCCNCCCCCCCNCCCNC(=O)CCC(=O)NCCCC(C)Nc2cc(OC)cc3cccnc23)c2ncccc2c1 (configuration not stated)	94.3
CC1=C2CC[C@]2(C)[C@@]2(O)C[C@](C)(CO)C=C2C1=O	92.7
c1ccc(C(CN2CCCCC2)OCc2cccs2)cc1 (configuration not stated)	96.2
Cc1cc(=O)oc2c(N)nccc12	95.0
CC(C)(C)c1ccc2c(c1)C(=O)N(Cc1ccc(S(N)(=O)=O)cc1)C2=O	98.8
COc1ccc(/C=C\C(=O)c2ccccc2O)cc1	88.6
CCCSc1nnc(-c2c(C)nc3ccc(Cl)cn23)o1	110.0
O=C1CC(c2ccccc2)CC2=C1C(c1c[nH]c3cccc(F)c13)Cc1c(F)cccc1N2 (configuration not stated)	30.3
CSc1nc(N)c2c(n1)N(C)C=NS2(=O)=O	123.8
c1cncc(-c2nc3cc4nc5ccccc5[nH]c4cc3n2)c1	81.8
Nc1cc(C(F)(F)F)ccc1[N+](=O)[O-]	80.5
CCCCCCCCCCCCCCCCn1cc[n+](C)c1	45.7
CSc1nc(N)n(/N=C(\C)c2ccccc2)c(=O)c1C#N	89.8
COc1cccc2c1C(=O)c1c(O)c3c(c(O)c1C2=O)C[C@](O)(C(=O)CO)C[C@H]3O[C@@H]1C[C@@H](NC(=O)CCCN(C)C2(c3ccc(F)cc3)CC3CCC2C3)[C@H](O)[C@@H](C)O1 (some centres not stated)	76.0
OCCNCCCNc1ccnc2cc(Cl)ccc12	97.6
O=C1c2cc3c(cc2-c2c1c1cc(F)c(F)cc1c(=O)n2C[C@H](O)CO)OCO3	-16.4*
CC(C)N(Cc1ccc(CN(C(=O)CCl)C(C)C)cc1)C(=O)CCl	-46.0*
CC(C)CC(=O)Oc1ccccc1NCCCc1ccccc1	87.0
COc1cccc(C(=O)C(=O)c2cccc(OC)c2OC)c1OC	64.8
COc1ccc(/C=C\c2cc(OC)c(OC)c(OC)c2)cc1OCC(=O)Nc1nc2ccc(C(F)(F)F)cc2s1	11.8
COC1C(O)CC(OC2CC(OC3CC(O[C@@H]4C(=O)c5c(cc6cc(OC7CC(OC8CC(O)C(O)C(C)O8)C(O)C(C)O7)c(C)c(O)c6c5O)CC4[C@H](OC)C(=O)C(C)=O)OC(C)C3O)OC(C)C2O)OC1C (some centres not stated)	-18.6*
Cc1ccc2nc(-c3c(-c4ccc(F)cc4)nc4sccn34)[nH]c2c1	97.7
CN1CCN(Cc2ccc(NC(=O)c3cncc(C#Cc4cncc5[nH]ncc45)c3)cc2C(F)(F)F)CC1	-28.9*
Nc1nc(N)c(N=Nc2ccc(S(N)(=O)=O)cc2)cc1N=Nc1ccccc1	66.1
Cc1nn(-c2ccccc2)c2nc3c(c(-c4ccc(Cl)cc4)c12)CNC1(N3)C(=O)N(C)c2ccccc21 (configuration not stated)	116.6
Nc1nnc(-c2cc(=O)oc3c2ccc2ccccc23)o1	80.8
O=S(=O)(Nc1ccccc1Cl)c1ccc(Br)cc1	96.3
CN1CCc2nc3sc(C(=O)c4ccccc4)c(N)c3cc2C1	78.4

Bioassay records: PubChem, NCI
